High-throughput results (PubChem BioAssay)
dFosB activator: activators of mouse delta FosB homodimer | P13346 | purified delta FosB, TAMRA-CDK5 oligo fluorescence polarization; percent of positive-control signal above neutral wells | activation, % at 25 µM | 340,000 tested, 0.99% active | AID 493131;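 active = mean activation above about 17%, with every replicate also reaching it, limit read from the data, passing the limit was not always enough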;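 note: fluorescence polarization rise as delta FosB binds a TAMRA Cdk5 AP-1 oligo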
PfHsp90 set2: inhibits growth of yeast expressing Plasmodium falciparum Hsp90. S. cerevisiae expressing PfHsp90, BacTiter-Glo ATP, 48 h; yeast lacking PDR1 and PDR3 efflux regulators. AID 504621. inhibition, % at 9.4 µM. 310,000 tested, 0.32% active;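 active = every replicate shows inhibition above about 80%, whatever the replicate mean, limit read from the data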;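 note: 0% = DMSO neutral controls and 100% = 20 µM radicicol positive controls; yeast relying on Plasmodium falciparum Hsp90 in place of its own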
SR-BI uptake up: enhances SR-BI lipid uptake from DiI-HDL. CHO ldlA[mSR-BI] cells, DiI-HDL uptake fluorescence, 3 h; 100 = double the neutral-control signal. activation, % at 12.5 µM. 320,000 tested, 0.096% active. AID 504775;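 active = mean replicate activation of at least 60% and every replicate at or above 60%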;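 note: 0% = median plate neutral-control signal and 100% = twice that signal; values of inactives mirror those of a sister screen read the other way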
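Test system: SR-BI-overexpressing, LDLR-lacking CHO cells; Also added: labelled HDL, 10 µg/mL; Measured by: bottom-read cell fluorescence after medium removal, ex 550/em 595 nm; Timing: 3 h uptake period with compound, 37 °C; Buffer or medium: F12, 0.5% BSA, 25 mM HEPES; Doses: single compound concentration, delivered by pin transfer.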
NSD2 inh: blocks human histone methyltransferase NSD2. inhibition, % at 12.5 µM. O96028. 310,000 tested, 0.54% active. NSD2 peptide methylation, AlphaScreen, 120 min; in the data active = inhibition above about 50%
PvdQ inh: P. aeruginosa PvdQ acylase inhibition. inhibition, % at 10 µM. 340,000 tested, 0.063% active. purified PvdQ acylase, fluorescence plate reader; in the data active = inhibition above about 30%, passing the limit was not always enough;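 note: 0% = vehicle neutral wells and 100% = reference inhibitor wells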
CAL PDZ FP-1: inhibitors of human CAL PDZ peptide binding; Q9HD26; purified CAL PDZ, TMR-peptide fluorescence polarization, 1 h; inhibition, % at 24.9 µM; 300,000 tested, 0.92% active; AID 602252;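 active = mean inhibition of at least 30% with at least half of replicates also reaching 30%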;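 note: 0% = DMSO neutral control and 100% = excess unlabeled competitor peptide PRC23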
Rtt109 HAT inh: blocks Candida albicans Rtt109/Vps75 acetyltransferase activity. Q5AAJ8. purified Rtt109/Vps75, ThioGlo CoA-SH fluorescence, 4 h. inhibition, % at 34.9 µM. 330,000 tested, 0.16% active;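 active = inhibition of at least 50% in every replicate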
Target sequence (Q5AAJ8 whole entry, looked up): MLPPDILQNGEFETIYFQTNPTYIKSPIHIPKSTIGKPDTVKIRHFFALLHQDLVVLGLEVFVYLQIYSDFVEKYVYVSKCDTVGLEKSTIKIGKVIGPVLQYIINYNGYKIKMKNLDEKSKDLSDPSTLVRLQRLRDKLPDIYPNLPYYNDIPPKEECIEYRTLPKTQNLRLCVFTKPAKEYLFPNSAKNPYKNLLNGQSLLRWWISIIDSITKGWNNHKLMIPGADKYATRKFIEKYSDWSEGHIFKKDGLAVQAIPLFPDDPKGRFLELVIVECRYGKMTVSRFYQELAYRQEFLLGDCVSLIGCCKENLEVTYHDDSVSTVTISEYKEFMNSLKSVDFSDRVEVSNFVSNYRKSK
CAL PDZ FP-2: human CAL PDZ-peptide interaction inhibition. Q9HD26. purified CAL PDZ, TMR-peptide fluorescence polarization, 1 h. inhibition, % at 20 µM. 330,000 tested, 0.02% active. AID 504414;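 active = highest replicate inhibition of at least 40%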;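 note: plate controls were DMSO neutral control wells for no effect and unlabeled competitor peptide control wells for full effect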
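Material: tagged CAL PDZ protein CerCALP, purified; buffer or medium: sodium phosphate/NaCl buffer pH 7.4 with TCEP, IgG, Thesit; also added: fluorescent TMR peptide probe; schedule: 1 h incubation at room temperature before polarization reading; technique: fluorescence polarization from S- and P-plane intensities, G-factor corrected; control set: unlabelled peptide and DMSO controls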
SR-BI HDL uptake: mouse SR-BI HDL lipid transfer inhibition; inhibition, % at 12.5 µM; ldlA[mSR-BI] CHO cells, DiI-HDL uptake fluorescence, 3 h; AID 488896; Q61009; 320,000 tested, 0.96% active;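 active = mean replicate inhibition of at least 70% and a set share of replicates each scoring 70 or more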;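 note: 0% = median of neutral control wells and 100% = median of positive control wells; values of inactives mirror those of a sister screen read the other way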
Target sequence (Q61009 whole entry, looked up): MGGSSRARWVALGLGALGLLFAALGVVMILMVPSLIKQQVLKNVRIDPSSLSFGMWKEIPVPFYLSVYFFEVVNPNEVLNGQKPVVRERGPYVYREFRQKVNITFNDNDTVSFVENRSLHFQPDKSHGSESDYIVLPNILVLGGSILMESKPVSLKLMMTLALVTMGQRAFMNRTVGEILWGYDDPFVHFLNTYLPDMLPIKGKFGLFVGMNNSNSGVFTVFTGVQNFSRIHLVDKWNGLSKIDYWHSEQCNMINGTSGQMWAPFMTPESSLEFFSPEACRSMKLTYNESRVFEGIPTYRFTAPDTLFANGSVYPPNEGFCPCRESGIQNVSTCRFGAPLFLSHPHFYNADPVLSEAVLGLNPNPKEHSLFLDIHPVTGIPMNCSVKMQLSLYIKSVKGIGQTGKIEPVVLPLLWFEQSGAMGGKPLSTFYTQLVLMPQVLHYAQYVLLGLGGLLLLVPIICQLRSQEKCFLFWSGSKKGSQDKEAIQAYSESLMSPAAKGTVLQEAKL
MITF TRPM1 HTS: increases MITF-driven TRPM1 promoter luciferase signal; SK-MEL-5 TRPM1-promoter luciferase, 24 h; % of positive control, neutral wells = 0; AID 588334; activation, % at 12.5 µM; 300,000 tested, 0.75% active;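 active = mean activation of at least 80% with every replicate also reaching 80%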;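 note: 0% = neutral control wells and 100% = parthenolide positive control wells; values of inactives mirror those of a sister screen read the other way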
Active calls of the source: *; / = not tested or not shown.

SMILES	dFosB activator	PfHsp90 set2	SR-BI uptake up	NSD2 inh	PvdQ inh	CAL PDZ FP-1	Rtt109 HAT inh	CAL PDZ FP-2	SR-BI HDL uptake	MITF TRPM1 HTS
Cc1ncc([N+](=O)[O-])n1CC(C)O (configuration not stated)	6	-18	26	/	-6	-4	-5	-1.5	-16	-1
CCCCn1c(SCC(=O)N2c3ccccc3CCc3ccccc32)nc2c1c(=O)n(C)c(=O)n2C	-10	-10	-8	-1	5	-6	-18	/	8	-5
CC(C)(C)NC(=S)NC(=O)C12CC3CCC(CC(C3)C1)C2	-6	12	9	-1	4	-1	0	-0.4	-9	-14
CNC(=O)CSCc1cnn(-c2ccccc2)c1-n1cccc1	-2	-2	0	0	-20	-1	9	-1.0	0	/
CNc1snc(C)c1C(=O)OCC(=O)NCc1ccccc1OC	-4	/	5	-4	-13	/	-14	0.1	-5	15
CCN(CC)c1ccc(NC(=O)c2cc3ccccc3o2)c(C)c1	-5	2	-33	1	-4	-2	4	/	33	47
O=C(CC1SC(=O)N(Cc2ccccc2Cl)C1=O)Nc1nccs1 (configuration not stated)	5	-15	3	1	-5	-3	-6	1.9	-3	5
Cc1ccccc1C(N)c1ccncc1 (configuration not stated)	4	-15	-16	-1	3	-1	/	1.2	16	/
CCC(C)(C)NC(=O)C(c1cccs1)N(CC1CCCO1)C(=O)Cn1nnc2ccccc21 (configuration not stated)	-4	-20	7	2	-15	-3	1	-0.2	-7	1
CCOCC(=O)Nc1ccc(-c2cn3cccnc3n2)cc1	-6	/	4	3	-19	-7	1	-0.6	-4	16
Cc1ccc(N2C(=O)N(CC(=O)Nc3ccc(C)cc3C)C(=O)C2C)cc1 (configuration not stated)	3	21	10	1	-25	-3	-4	-2.4	-10	6
CCOC(=O)c1c(C)[nH]c(C(=O)OCC(=O)Nc2cc(C)c(Cl)cc2OC)c1C	45*	-20	-23	-4	-14	37*	-10	-0.4	23	-14
CCN(CC)S(=O)(=O)c1ccc(C(=O)Nc2nnc(CSC)o2)cc1	-2	-6	20	-2	-1	7	-5	-0.5	-20	9
N#Cc1nc(COc2ccc(Cl)cc2Cl)oc1N1CCOCC1	-4	10	-39	16	-15	/	-19	-0.8	39	8
COc1cccc(NC(=O)CSC2=C(C#N)C(c3ccco3)C3=C(CCCC3=O)N2)c1 (configuration not stated)	-9	-5	-4	1	-1	-1	7	-3.8	4	7
CC(=O)c1csc(-c2cccc(-c3nc4ccc(Cl)cn4c3NC3CCCCC3)c2)c1	9	7	18	/	9	3	-1	0.2	-18	1
N=C(N)SCc1ccc(O)c([N+](=O)[O-])c1	-6	6	8	10	-4	0	-8	-1.7	-8	-7
CCN(C(=O)CN1CCN(c2ccc(O)cc2)CC1)c1c(N)n(Cc2ccccc2)c(=O)[nH]c1=O	4	-18	17	3	2	-4	-15	-1.3	-17	3
Cc1ccc(S(=O)(=O)N2CCN(C(=O)c3ccc(S(=O)(=O)N4CCCC4)cc3)CC2)cc1	3	-42	-13	0	-3	-3	0	-0.9	13	/
COc1ccc(Nc2ccc([N+](=O)[O-])c3nonc23)c(OC)c1	-3	-8	-1	27	6	1	-12	-24	1	20
COC(=O)C1=C(C(=O)OC)C(c2cc(Cl)ccc2O)c2sc(=O)[nH]c2S1 (configuration not stated)	-3	-21	0	11	7	/	13	0.0	0	-2
O=S(=O)(c1ccc(-c2ccon2)s1)N1CCN(CCN2CCOCC2)CC1	-1	6	11	2	-11	/	1	-0.1	-11	-6
COc1ccc(Cc2nnc(N/N=C/c3ccc(N(C)C)cc3)[nH]c2=O)cc1OC	-5	5	/	/	-3	-2	6	-2.6	/	17
CC1=C(C(=O)N2CCCC(N3CCN(c4cccc(Cl)c4)CC3)C2)OCCO1 (configuration not stated)	-3	0	-17	-1	-6	2	-4	-1.2	17	-5
Cc1cc(N=Cc2c(O)n(-c3cccc(Cl)c3)c(=O)c3ccccc23)no1	-2	-21	/	1	-9	10	-3	-1.0	/	-2
Cc1cc(C)c(C)c(OCC(=O)N2CCOCC2)c1	1	-3	-5	8	-9	-2	7	/	5	7
CC1(C)CN2C(=O)c3ccccc3C2(C)S1 (configuration not stated)	-1	-1	33	6	-7	4	-3	0.1	-33	-2
CC1(C)CC(=NNC(=O)c2n[nH]c3c2CCC3)CC(C)(C)N1	-4	-15	19	0	3	-2	18	-1.6	-19	0
CCOC(=O)CSc1n[nH]c(NC(=O)CC)n1	-2	-4	24	-5	-4	0	-13	-2.0	-24	-4
O=C(COc1ncnc2c(Cl)cc(Cl)cc12)NC1CCCCCC1	12	-4	/	0	-13	-1	-9	-0.6	/	-4
CSc1ccc(S(=O)(=O)NC2CCCCC2)cc1	-2	-28	3	0	0	-4	5	/	-3	8
COc1ccc2nc(Cl)c(/C=N/Nc3ccccn3)cc2c1	5	-2	-19	-4	6	5	15	1.4	19	69
O=S(=O)(c1ccc2c(c1)OCCO2)N1CCN(S(=O)(=O)c2c(F)cc(F)cc2F)CC1	2	-22	14	/	-10	-2	-3	-0.7	-14	-1
CC[C@H](C)NC(=O)c1ccc(Cn2c(=S)[nH]c3c([nH]c4ccc(OC)cc43)c2=O)cc1	-14	-28	24	-1	-12	-4	-42	-1.2	-24	16
N/C(=N\OC(=O)COc1ccc(Cl)cc1Cl)c1ccncc1	-9	-15	-10	-2	4	-1	-1	-0.8	10	56
CN(C(=O)c1ccc(=O)n(Cc2ccc(Cl)cc2)c1)c1ccccc1	-6	-22	-12	-5	-14	-2	-10	-0.3	12	-5
CC(C)(C)CC(C)(C)NC(=S)Nc1ccc2nc(-c3ccccn3)c(-c3ccccn3)nc2c1	8	-9	-15	-2	-3	-5	-1	-1.4	15	/
COc1ccc(NC(=S)NCc2cccs2)cc1	-4	11	11	9	-7	-1	3	0.6	-11	20
COc1ccc(NC(=O)C2CC3C=CC2C3)c([N+](=O)[O-])c1 (configuration not stated)	-2	0	1	48	3	-5	8	-0.3	-1	23
CC(C)CC(=O)Nc1ncnc2c1C(=O)CC(C)(C)C2	-2	5	15	-3	-9	0	3	-1.4	-15	10
[N-]=[N+]=NC(c1ccccc1)c1nc2ccccc2[nH]c1=O (configuration not stated)	0	-3	19	-3	2	-4	1	-1.2	-19	/
CC(C)CNS(=O)(=O)c1ccc(OCC(=O)NCc2ccco2)cc1	-1	1	2	0	10	1	0	0.4	-2	12
O=C(Nc1ccccc1)c1ccccc1O	3	3	-14	2	6	-24	-9	-2.0	14	/
COc1ccc2nc(NC(=O)c3cc(S(=O)(=O)N4CCOCC4)ccc3C)sc2c1	-6	38	-43	0	2	-4	-16	-1.5	43	3
CC(=O)Nc1ccc(C2CC(c3ccc(Cl)cc3)=NN2c2ccccc2)cc1 (configuration not stated)	-5	-8	-46	-7	-27	-3	-1	-0.9	46	20
Cc1ccc(C(=O)NCC(=O)NNC(=O)CN(C)S(=O)(=O)c2ccc(Cl)cc2)s1	13	20	9	0	-12	0	-2	-2.2	-9	4
CC(C)(C)[C@@H]1COC(=O)[C@H](Cc2ccc(F)cc2)C/C=C\C[C@H](CC(=O)N(CCO)Cc2ccccc2)C(=O)N1	-24	2	-10	/	-13	0	11	-1.4	10	-16
O=C(CSc1ccc(F)cc1)NCC1(N2CCOCC2)CCCCC1	2	-2	18	0	-10	-3	-6	-2.5	-18	5
COc1cc2[nH]cc(C(=O)NCc3cccs3)c(=O)c2cc1OC	-30	/	-3	1	8	/	10	-2.7	3	2
NC(=O)/C(=C/c1cccnc1)NC(=O)c1ccccc1	1	-9	52	0	1	1	5	0.5	-52	/
COC(=O)c1cccc(S(=O)(=O)N2CCOCC2)c1	2	27	39	9	-5	-2	-6	0.0	-39	-3
COCC(=O)N1CCCN(c2nc3c(C)cccc3cc2C#N)CC1	-3	6	-6	-3	4	-3	15	-1.1	6	1
Cc1cc(C(F)(F)F)n2ncc(-c3ccc(F)cc3)c2n1	1	-8	-2	-2	-9	-2	0	-1.9	2	0
CCc1ccc(NC(=O)Cn2ccn(-c3cccc(Cl)c3)c(=O)c2=O)cc1	4	1	24	/	-2	/	-9	-0.1	-24	-3
CC1(C)CC2CC(C)(CN2C(=O)COC(=O)c2cncc(Br)c2)C1 (configuration not stated)	-3	2	13	-2	-18	3	13	-1.8	-13	-4
CC(=O)Nc1ccc(NC(=O)CSc2ncc(C(=O)Nc3ccccc3)c(=O)n2C)cc1	12	-29	1	-2	-8	-2	0	-3.0	-1	-23
CCCCOc1ccc(C(=O)Nc2ccc(N3CCN(C(=O)C(C)C)CC3)cc2)cc1	1	10	-42	-3	1	-2	3	-2.7	42	/
CC1CCCCN1C(=O)Cn1c(=O)oc2cc(S(=O)(=O)N3CCCCC3)ccc21 (configuration not stated)	-7	-6	4	17	15	3	25	-0.7	-4	-3
Cc1ccc(NC(=O)COc2ncnc3ccccc23)cc1S(=O)(=O)N1CCOCC1	-8	33	17	-1	-14	-2	-17	-2.8	-17	-22
CCCSc1nc2sc3c(c2c(=O)[nH]1)CC(C)CC3 (configuration not stated)	2	-18	11	-2	-19	/	3	0.3	-11	0

Later entries
SMILES	dFosB activator	PfHsp90 set2	SR-BI uptake up	NSD2 inh	PvdQ inh	CAL PDZ FP-1	Rtt109 HAT inh	CAL PDZ FP-2	SR-BI HDL uptake	MITF TRPM1 HTS
COc1ccccc1NC(=O)c1sc2ncn(CC(=O)Nc3ccccc3)c(=O)c2c1C	49*	-7	/	-1	6	1	0	1.2	/	-9
COc1ccccc1COC(=O)C(NC(=O)c1ccc(C)cc1)C(C)C (configuration not stated)	-7	/	11	-4	-16	0	4	-1.9	-11	9
CCNC(=S)Nc1cc2oc3ccccc3c2cc1OC	-6	4	-84	2	-5	-4	5	0.5	84*	0
Cc1cccc(C)c1NC(=O)CN1CCN(CC(=O)c2cc(C)n(C3CC3)c2C)CC1	-12	-7	-59	3	-6	0	10	-1.4	59	-6

Entries of single compounds, looked up by structure:
COCC(=O)N1CCCN(c2nc3c(C)cccc3cc2C#N)CC1 is listed with dFosB activator: -3; PfHsp90 set2: 6; SR-BI uptake up: -6; NSD2 inh: -3; PvdQ inh: 4; CAL PDZ FP-1: -3; Rtt109 HAT inh: 15; CAL PDZ FP-2: -1.1; SR-BI HDL uptake: 6; MITF TRPM1 HTS: 1
COc1ccc2nc(Cl)c(/C=N/Nc3ccccn3)cc2c1 is listed with dFosB activator: 5; PfHsp90 set2: -2; SR-BI uptake up: -19; NSD2 inh: -4; PvdQ inh: 6; CAL PDZ FP-1: 5; Rtt109 HAT inh: 15; CAL PDZ FP-2: 1.4; SR-BI HDL uptake: 19; MITF TRPM1 HTS: 69
